CatB inh: human cathepsin B inhibitors, primary screen, biochemical, fluorogenic substrate; purified cathepsin B, fluorescence; inhibition, %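 (tested at 10 µM)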; actives 0.1% (n = 63,000); AID 453, 2006; in the data active = inhibition above about 21%;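 also: 0% = enzyme with no compound and 100% = no enzyme blank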
CatL block: inhibitors of human cathepsin L, biochemical. Procathepsin L (Homo sapiens), P07711. purified cathepsin L, fluorogenic substrate, fluorescence. inhibition, %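 (tested at 10 µM)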. actives 0.17% (n = 58,000). AID 460, 2006; in the data active = inhibition above about 45%;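 also: 0% = enzyme with no compound and 100% = no enzyme blank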
C1s inh: complement C1s protease inhibitors, primary screen, biochemical, 10-compound mixtures. actives 0.16% (n = 62,000). AID 538, 2006. mean inhibition % of two 10-compound mixtures (hits give high values), % at 5 µM (by protocol). purified C1s, fluorogenic AMC substrate, pooled mixtures. Complement C1s subcomponent (Homo sapiens), P09871;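 active = inhibition above 20% in each of the two 10-compound mixture wells holding the compound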;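 also: 0% = enzyme wells lacking compound mixture and 100% = no-enzyme blank wells; some compounds called inactive have numbers as strong as hits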
CatS inh: inhibitors of human cathepsin S, biochemical, compound mixtures. P25774. recombinant cathepsin S, AMC dipeptide fluorescence, pooled mixtures. inhibition, %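 (tested at 5 µM per compound within 10-compound mixtures)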. actives 0.06% (n = 62,000). AID 501, 2006; in the data active = inhibition above about 32%, passing the limit was not always enough; inconclusive = no clear call, values can overlap the other calls;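 also: 0% = enzyme without compound and 100% = blank without enzyme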
FXIa mix inh: FXIa protease inhibitors in compound pools, primary screen, biochemical, 10-compound mixtures. Coagulation factor XI (Homo sapiens), P03951. actives 0.19% (n = 62,000). inhibition, % at 5 µM. purified FXIa, fluorogenic substrate, pooled mixtures; in the data active = inhibition above about 20%, passing the limit was not always enough;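 also: each value is inhibition by a whole ten-compound pool holding the compound; 0% = enzyme with no mixture and 100% = wells lacking enzyme; strong numbers were not always called active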
AP complement: alternative complement pathway inhibitors, primary screen, biochemical, ELISA, human serum, orthogonally pooled compounds. inhibition, % at 5 µM. actives 0.08% (n = 62,000). LPS-coated ELISA, C3 deposition; tested in compound mixtures;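 active = inhibition above 30% in each of the two pooled mixtures holding the compound, so the lower value exceeds 30%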;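 also: 0% = serum in Mg-EGTA without compound and 100% = EDTA serum blank; some compounds past the cut are filed as inactive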
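Medium: diluted human serum in Mg2+-EGTA GVB++. Assay system: human serum complement alternative pathway, C3 deposition onto LPS. Also added: Plate-bound LPS. Technique: Anti-C3 ELISA, OD 450 nm. Measure: percent inhibition. Incubation: 1 h at 37 °C. Dosing: 5 µM each compound, pools of ten, 50 µM per pool.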
CatG inh: human cathepsin G inhibitors, primary screen, biochemical, pooled compound mixtures, AMC fluorescence | P08311 | purified enzyme, AMC-tetrapeptide fluorescence | inhibition, % at 5 µM (by protocol) | actives 0.2% (n = 62,000);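 active = inhibition above 20% in each of the two mixture wells holding the compound; inactive = inhibition of 20% or less in either well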;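 also: 0% = enzyme control without mixture and 100% = blank lacking enzyme; strong numbers were not always called active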
CatB mix inh: cathepsin B inhibitors from pooled compounds, primary screen, biochemical, compound mixtures, AMC fluorescence. P07858. inhibition, %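 (ten-compound pools at 5 µM per compound and 50 µM total)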. AID 488, 2006. Purified cathepsin B, AMC dipeptide fluorescence. actives 0.06% (n = 62,000); in the data active = inhibition above about 22%, passing the limit was not always enough; inconclusive = no clear call, values can overlap the other calls;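 also: 0% = enzyme without compound and 100% = no enzyme blank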
E coli RNAP: E. coli RNAP inhibitors, biochemical; DNA-directed RNA polymerase subunit beta (Escherichia coli (strain K12)), P0A8V2; E. coli RNA polymerase, fluorescence transcription assay; inhibition, %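 (tested at 10 µM)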; actives 0.2% (n = 62,000); in the data active = inhibition above about 20%;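 also: 0% = enzyme without compound and 100% = no enzyme blank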
Target sequence (P0A8V2 whole entry, looked up): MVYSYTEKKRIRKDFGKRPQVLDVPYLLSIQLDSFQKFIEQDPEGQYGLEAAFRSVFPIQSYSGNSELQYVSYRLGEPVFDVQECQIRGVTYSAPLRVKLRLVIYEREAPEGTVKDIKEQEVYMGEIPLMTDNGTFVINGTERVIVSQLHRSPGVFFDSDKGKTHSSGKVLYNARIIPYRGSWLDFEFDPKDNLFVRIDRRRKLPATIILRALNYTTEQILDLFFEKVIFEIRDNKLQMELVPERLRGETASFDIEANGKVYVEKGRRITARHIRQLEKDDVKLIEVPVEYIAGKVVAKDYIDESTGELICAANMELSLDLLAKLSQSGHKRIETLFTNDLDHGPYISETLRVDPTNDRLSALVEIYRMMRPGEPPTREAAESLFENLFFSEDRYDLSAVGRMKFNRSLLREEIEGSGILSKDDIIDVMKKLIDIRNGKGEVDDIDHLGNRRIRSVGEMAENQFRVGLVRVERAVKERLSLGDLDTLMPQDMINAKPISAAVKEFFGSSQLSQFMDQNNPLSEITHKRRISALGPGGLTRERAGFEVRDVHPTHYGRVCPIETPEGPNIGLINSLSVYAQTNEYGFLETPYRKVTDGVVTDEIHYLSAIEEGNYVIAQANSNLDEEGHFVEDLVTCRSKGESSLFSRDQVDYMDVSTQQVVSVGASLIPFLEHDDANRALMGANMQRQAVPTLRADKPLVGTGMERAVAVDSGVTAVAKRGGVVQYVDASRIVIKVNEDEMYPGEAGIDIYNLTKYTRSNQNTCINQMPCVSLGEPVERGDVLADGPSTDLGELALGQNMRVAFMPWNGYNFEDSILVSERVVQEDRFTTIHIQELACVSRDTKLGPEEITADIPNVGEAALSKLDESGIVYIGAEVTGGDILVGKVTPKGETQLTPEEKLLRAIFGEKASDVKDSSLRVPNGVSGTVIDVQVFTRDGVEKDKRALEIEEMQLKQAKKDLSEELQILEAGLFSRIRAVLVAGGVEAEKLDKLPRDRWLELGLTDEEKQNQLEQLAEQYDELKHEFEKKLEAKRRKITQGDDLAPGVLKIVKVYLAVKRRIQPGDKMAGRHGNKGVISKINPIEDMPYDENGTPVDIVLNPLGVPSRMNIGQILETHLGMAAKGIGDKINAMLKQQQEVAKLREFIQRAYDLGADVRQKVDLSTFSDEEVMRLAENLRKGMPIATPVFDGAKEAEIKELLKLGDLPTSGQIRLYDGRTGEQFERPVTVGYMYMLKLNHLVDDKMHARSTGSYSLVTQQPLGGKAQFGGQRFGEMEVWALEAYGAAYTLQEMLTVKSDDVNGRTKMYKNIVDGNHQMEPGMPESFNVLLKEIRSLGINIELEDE
* marks the source's active call; other numbers are inactive results; ? = inconclusive; · = not tested or not shown. Not all compounds are listed, so the mix of outcomes need not match the whole.

CatB inh,CatL block,C1s inh,CatS inh,FXIa mix inh,AP complement,CatG inh,CatB mix inh,mol,E coli RNAP
0,·,8,-1,-2,9,23,3,COc1ccccc1-c1nc2s/c(=C\c3cccs3)c(=O)n2n1,3
2,21,9,13,11,13,0,10,O=C(CCCCCn1c(=S)[nH]c2cc3c(cc2c1=O)OCO3)N1CCN(Cc2ccccc2)CC1,4
3,13,13,7,4,7,8,2,CCS(=O)(=O)N1CCCC(C(=O)NC2CCC(C)CC2)C1 (centres undefined),6
-2,·,-19,?,1,5,-4,8,O=C1CCc2cc(S(=O)(=O)N3CCCC3C(=O)N3CCN(c4ccccc4)CC3)ccc2N1 (centres undefined),2
-1,-1,14,13,18,11,14,2,Cc1nc(N2CCN(Cc3nc4ccccc4[nH]3)CC2)c2oc3ccccc3c2n1,1
5,-16,-2,-4,6,12,4,3,COc1ccc2[nH]c3c(=O)n(Cc4ccco4)cnc3c2c1,0
2,5,48,10,-2,0,48,2,O=C(CSc1nc2ncccc2[nH]1)NCc1ccccc1,8
2,3,1,-1,5,10,-1,2,O=C(Cn1cc2c(n1)CCCC2)Nc1ccccc1Cl,6
4,3,8,1,6,14,6,3,O=C(O)CC1C(=O)OCN1C(=O)OCc1ccccc1 (centres undefined),6
3,·,-13,7,-16,2,10,-2,COc1ccccc1N(CC(=O)Nc1c(C)cccc1C)S(C)(=O)=O,4
-4,-6,6,3,12,31,1,5,COC(=O)C1=C(N)n2c(s/c(=C\c3cccnc3)c2=O)=C(C(=O)OC)C1c1cccnc1 (centres undefined),5
0,7,-28,9,-5,-12,-4,0,Cc1onc(-c2c(F)cccc2Cl)c1C(=O)NCCc1ccc(S(N)(=O)=O)cc1,·
1,-4,4,-4,7,1,7,3,O=C(C1CCCCC1)N1CCCC(c2nc(-c3ccc(F)cc3)no2)C1 (centres undefined),2
0,·,12,?,7,20,7,2,CN1CCN(C(=O)c2cn(C)c3ccc(S(=O)(=O)N(C)C4CCCCC4)cc3c2=O)CC1,8
3,4,-4,10,9,2,6,4,CS(=O)(=O)NCc1csc(-c2ccccc2)n1,4
1,·,-2,-10,7,7,1,0,Cc1nc2cc(NC(=O)Nc3nccs3)ccc2n1C,5
-1,4,-10,29,4,4,3,0,Cc1cccc(N(Cc2ccccc2F)S(C)(=O)=O)c1,6
4,4,15,3,5,9,9,2,COC(=O)c1[nH]c2ccc(Cl)cc2c1NC(=O)CN1CCc2cc(OC)c(OC)cc2C1,1
-1,6,-19,-8,-10,10,4,-3,COc1ccccc1NC(=O)C(CCS(C)(=O)=O)N1C(=O)c2ccccc2C1=O (centres undefined),1
4,-4,1,-4,3,9,11,5,O=S(=O)(Nc1ccc2c(c1)OCO2)c1ccc(Br)s1,5

The list goes on, starting with the last six of the part before.
CatB inh,CatL block,C1s inh,CatS inh,FXIa mix inh,AP complement,CatG inh,CatB mix inh,mol,E coli RNAP
3,4,-4,10,9,2,6,4,CS(=O)(=O)NCc1csc(-c2ccccc2)n1,4
1,·,-2,-10,7,7,1,0,Cc1nc2cc(NC(=O)Nc3nccs3)ccc2n1C,5
-1,4,-10,29,4,4,3,0,Cc1cccc(N(Cc2ccccc2F)S(C)(=O)=O)c1,6
4,4,15,3,5,9,9,2,COC(=O)c1[nH]c2ccc(Cl)cc2c1NC(=O)CN1CCc2cc(OC)c(OC)cc2C1,1
-1,6,-19,-8,-10,10,4,-3,COc1ccccc1NC(=O)C(CCS(C)(=O)=O)N1C(=O)c2ccccc2C1=O (centres undefined),1
4,-4,1,-4,3,9,11,5,O=S(=O)(Nc1ccc2c(c1)OCO2)c1ccc(Br)s1,5
-1,-6,-2,-2,8,11,0,-3,COc1cc(-c2nnc(SCC(=O)N3CCCC3)o2)cc(OC)c1OC,-1
4,-1,1,-15,-4,17,3,-4,CCn1c(=O)cc(SCC(=O)Nc2cccnc2)c2ccccc21,3
2,15,0,9,4,-8,8,0,CCOC(=O)c1ccc(NC(=O)CSc2n[nH]c(-c3ccncc3)n2)cc1,6
-4,-1,2,-7,8,12,4,5,O=C(N1CCOCC1)N1CCC(NC(=O)C23CC4CC(CC(C4)C2)C3)CC1,5
0,-4,-2,7,1,-1,0,3,CC1(c2cccs2)CC(c2cccs2)=C(C#N)C(=O)N1 (centres undefined),4
5,·,-11,17,2,-4,-6,2,CCC(C)NC(=O)NC1C(NC(=O)NC(C)CC)N(C)C(=O)N1C (centres undefined),3
2,-4,17,-10,6,11,14,3,COc1ccc(S(=O)(=O)NC2CCCCC2)c(C)c1C,5
5,-1,-4,-5,0,13,2,4,CCOc1ccccc1C(=O)N(CN1CCCC1=O)c1ccc(C)c(Cl)c1,3
-1,-4,13,-2,6,5,11,5,O=C(Nc1ncnc2c1CCC2)C12CC3CC(CC(C3)C1)C2,9
-2,-1,-26,0,-3,1,-4,1,Cc1nnc(-n2cnc3ccccc32)c2ccccc12,5
3,9,12,2,5,-4,9,-1,O=C(C1COc2ccccc2O1)N1CCc2ccccc21 (centres undefined),8
0,2,-46,?,-10,9,-3,4,Cc1cc(C)c2c(n1)nn1c(N3CCN(c4cccc(Cl)c4)CC3)cc(C)nc21,6
2,0,0,-3,-3,8,9,-8,COc1ccc(C(=O)CN2C3=NCCCN3c3ccccc32)cc1OC,5
5,8,-177,-34,-35,9,-22,-17,O=C(c1cnn2c(C(F)(F)F)cc(-c3ccco3)nc12)N1CCCCCC1,6
-3,-7,-1,1,5,18,0,-5,CN1CCN(S(=O)(=O)c2ccc(NC(=O)c3ccco3)cc2)CC1,-3
0,·,-32,8,11,9,-8,-1,Cc1ccc(S(=O)(=O)Nc2ccccc2C(N)=O)cc1,-1
5,-20,9,-8,3,14,4,0,CS(=O)(=O)N1CCc2cc(-c3csc(NCC4CCCO4)n3)ccc21 (centres undefined),5
1,·,1,-3,1,13,10,-4,CCN(CC)S(=O)(=O)c1cc(C(=O)Nc2ccc(Cl)cn2)ccc1C,·
3,-6,-102,-15,-16,14,-1,-5,Cn1cnnc1SCc1ccc(C#N)cc1,0
1,-2,21*,-6,7,12,16,5,CCC(=O)Nc1ccc(C(=O)Nc2ccc3c(c2)OCO3)cc1,-2
-2,-7,2,0,7,-3,2,5,CCCCCOC(=O)Cn1c(SCC(=O)Nc2ccccc2)nc2c1c(=O)[nH]c(=O)n2C,2
-5,10,10,1,6,15,8,0,C=CCNc1nc(-c2sc(NC(C)=O)nc2C)cs1,4
10,-2,-39,10,-3,-12,-5,7,Cc1ccc(Cn2nnc3c(=O)[nH]c(C4CCN(S(=O)(=O)c5ccc(F)cc5)CC4)nc32)cc1,-1
-3,4,-5,5,5,-9,-5,-4,O=S(=O)(NCC1OCCc2ccccc21)c1ccc(S(=O)(=O)N2CCOCC2)cc1 (centres undefined),3
2,7,-42,-27,-29,18,-18,-12,O=C(CN1CCN(c2ccc(Cl)cc2)CC1)Nc1ccc(F)cc1,2
5,3,-35,-4,-4,15,7,2,CCc1nnc(NC(=O)CSc2nnc(C)n2CC2CCCO2)s1 (centres undefined),9
6,·,10,10,4,5,9,1,COCCCNc1ncnc2nc[nH]c12,10
-1,-2,14,-8,5,19,10,4,CCN(CCCNC(=O)CCNC(=O)Cn1cnc2ccccc2c1=O)c1ccccc1,-1
3,1,16,1,2,13,9,2,NC(=O)Cn1c(=O)oc2ccccc21,-1
0,0,1,9,6,27,1,-1,COc1nc2c(C)cccc2cc1-c1noc(-c2ccncc2)n1,-4
3,·,13,-6,7,6,11,4,Cc1cnc(NC(=O)C(C)N2C(=O)C3CC=CCC3C2=O)s1 (centres undefined),8
-4,6,14,9,1,0,1,1,c1ccc(OCCCc2nc(-c3ccccn3)no2)cc1,10
-1,-4,18,4,7,6,13,1,Cc1ccc(S(=O)(=O)C2(S(=O)(=O)c3ccc(C)cc3)CCCC2)cc1,·
0,2,2,8,12,3,34,1,COC(=O)CSC1=C(C#N)C(c2ccccc2)CC(=O)N1 (centres undefined),-1
2,10,3,2,3,2,1,4,CC12CCC(C(=O)NCCN3CCCCC3)(CC1=O)C2(C)C (centres undefined),10
3,3,-159,-29,-28,48,-20,-9,COc1ccccc1-c1cc(C(=O)NCc2ccco2)no1,1
-6,-12,-45,-19,-13,26,5,-6,COc1ccccc1-c1cc(C(=O)NCCN2CCOCC2)no1,1
3,9,-24,7,-6,5,3,0,CNc1nc(N2CCc3ccccc32)ncc1F,6
2,21,3,2,3,-4,0,0,Cc1cccc(NC(=O)C2CCCN2C(=O)OCC(C)C)c1 (centres undefined),5
6,·,5,11,-1,3,9,0,COc1cccc(-n2c(C)nnc2SCC#N)c1,3
7,7,17,6,5,7,10,3,COc1cc(-c2nnc(COc3ccc4cc(Br)ccc4c3)o2)cc(OC)c1OC,12
1,12,10,0,3,6,8,3,CCOC(=O)C(NCc1ccccc1OC)(NC(C)=O)C(F)(F)F (centres undefined),11
2,-6,-11,-5,1,2,-3,-2,O=C(CCC(=O)N(CC(=O)NC1CCCC1)C1CCCC1)Nc1ccccn1,-2
-3,-3,-9,15,3,1,-5,3,CCCn1nc(C(=O)NCCN2CCOCC2)c2ccccc2c1=O,7
3,16,-30,0,-10,12,8,1,Cc1noc(C)c1S(=O)(=O)Nc1ccc(C(=O)NCc2ccccc2)cc1,5
4,-1,12,10,7,22,6,7,Cc1cc(C)nc(NC(=O)c2cnc3sccn3c2=O)n1,7
4,-6,-2,11,5,-1,-6,6,CC(=O)Nc1ccc(NC(=O)c2cc(C)nn2-c2ccccc2)cc1,-6
5,9,11,-7,8,15,-9,1,CC(=O)Nc1cc2c(cc1C(=O)c1ccc(C)cc1)OCCO2,1
4,11,13,16,1,4,12,2,CCOCC(=O)N1CCN(c2ccc(F)cc2)CC1,10
-3,1,4,-8,2,8,-2,-1,COc1ccc(NC(=O)CN2CCC3(O)CCCCC3C2c2cc(OC)ccc2OC)cc1 (centres undefined),0
1,-2,-25,14,1,5,9,1,C=CCn1c(SCC(=O)NC23CC4CC(CC(C4)C2)C3)nc(O)cc1=O,4
1,27,0,9,0,0,8,-1,Cc1cc(C)n2nc(SCC(=O)N(C(C)C)C(C)C)nc2n1,2
1,28,6,3,-4,-6,-2,1,Cc1ccc2c(c1)N(CC(=O)NCCc1c[nH]c3ccccc13)C(=O)CO2,10
4,9,-18,4,1,0,-5,0,COc1ccc(C(=O)Oc2c(CN3CCOCC3)cc(Cl)c3cccnc23)cc1,-2
0,0,4,-4,9,13,3,2,COc1ccc(-n2c(SCC(=O)NCC3CCCO3)nc3n[nH]c(C)c3c2=N)cc1 (centres undefined),3
-4,-3,3,-6,7,16,1,3,COc1ccccc1NC(=O)N1CCN(c2cc(-c3ccccc3)nc3ncnn23)CC1,4
2,-2,9,2,9,19,8,3,O=C(O)c1ccc(CSCc2ccccc2F)o1,2

High-throughput results deposited in PubChem by PCMD.
